Cdc25B inh – inhibitors of Cdc25B phosphatase catalytic domain, primary screen, biochemical, OMFP fluorescence; recombinant Cdc25B, OMFP fluorescence Ex485/Em525; M-phase inducer phosphatase 2 (Homo sapiens), P30305; inhibition, %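 (compounds tested at 10 µM final in the well)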; 65,000 compounds, 0.1% hits; in the data active = inhibition above about 50%
FXIa inh mix – FXIa protease inhibitors in compound pools, primary screen, biochemical, 10-compound mixtures. Coagulation factor XI (Homo sapiens), P03951. purified FXIa, fluorogenic substrate, pooled mixtures. inhibition, % at 5 µM. 62,000 compounds, 0.19% hits. AID 680, 2007;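 also: each value is inhibition by a whole ten-compound pool holding the compound; 0% = enzyme with no mixture and 100% = wells lacking enzyme; strong numbers were not always called active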
FXIIa inh mix – human factor XIIa inhibitors, primary screen, biochemical, pooled compound mixtures, fluorogenic substrate. inhibition, % at 5 µM. purified FXIIa. 62,000 compounds, 0.2% hits. Coagulation factor XII (Homo sapiens), P00748;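 also: 0% = enzyme without compound and 100% = no enzyme blank; some results filed as inactive read as strong as hits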
A340 absorber – compound light absorbance at 340 nm, profiling panel, artefact control, biochemical, MLSMR library, data from PS, PMK, MK assays. fold change at 10 µM. 65,000 tested, under 10 active. compound absorbance at 340 nm, fold over control;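 active = at 10 µM dose, initial 340 nm absorbance at least 2 fold that of control wells; inactive = change under 2 fold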;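 also: initial absorbance extrapolated from kinetic A340 decline of NADH oxidation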
MKP-1 inh – MKP-1 phosphatase inhibitors, primary screen, biochemical, in vitro | Dual specificity protein phosphatase 1 (Homo sapiens), P28562 | recombinant MKP-1, OMFP hydrolysis fluorescence | inhibition, %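 (compounds tested at a single concentration somewhere between 10 and 100 µM)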 | 65,000 compounds, 0.15% hits | AID 374, 2006;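 active = inhibition above about 50%, limit read from the data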;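 also: 0% = DMSO max control wells and 100% = wells with enzyme stopped by NaOH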
Target sequence (P28562 whole entry, looked up): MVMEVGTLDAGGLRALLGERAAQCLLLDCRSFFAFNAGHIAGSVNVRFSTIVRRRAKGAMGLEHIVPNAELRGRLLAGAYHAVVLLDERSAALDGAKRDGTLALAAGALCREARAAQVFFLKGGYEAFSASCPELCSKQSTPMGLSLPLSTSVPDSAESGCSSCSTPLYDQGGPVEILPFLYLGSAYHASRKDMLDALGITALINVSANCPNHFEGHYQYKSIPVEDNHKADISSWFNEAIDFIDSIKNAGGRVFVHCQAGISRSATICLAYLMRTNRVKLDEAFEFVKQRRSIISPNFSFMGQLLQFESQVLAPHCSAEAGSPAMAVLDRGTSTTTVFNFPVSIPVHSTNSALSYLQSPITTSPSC
MMP-13 inhibitor – human MMP13 inhibitors, primary screen, biochemical, FRET peptide cleavage; Collagenase 3 (Homo sapiens), P45452; MMP-13 fTHP FRET cleavage, Mca fluorescence; inhibition, % at 4 µM; AID 570, 2006; 65,000 compounds, 0.07% hits;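 active = inhibition above the mean of compound-free control plate wells plus 3 SD, cut at about 14% in these data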;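 also: 0% = DMSO wells and 100% = wells with reference MMP-13 inhibitor after basal subtraction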
Hsp90 inh – tumor Hsp90 inhibitors, primary screen, cell lysate, fluorescence polarization, NCI-N417 lysate | Cy3B-geldanamycin FP displacement | inhibition, % at 30 µM | 64,000 compounds, 0.35% hits;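 active = inhibition above 50%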;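 also: 0% = tracer plus lysate wells and 100% = tracer alone without lysate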
JNK3 inh – JNK3 kinase activity inhibitors, primary screen, biochemical, human, purified enzyme; Mitogen-activated protein kinase 10 (Homo sapiens), P53779; HTS; inhibition, % at 8 µM; 60,000 compounds, 0.61% hits; in the data active = inhibition above about 17%;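 also: 0% = DMSO and 100% = reference inhibitor; many of its hits are not listed in these tables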
Target sequence (P53779 whole entry, looked up): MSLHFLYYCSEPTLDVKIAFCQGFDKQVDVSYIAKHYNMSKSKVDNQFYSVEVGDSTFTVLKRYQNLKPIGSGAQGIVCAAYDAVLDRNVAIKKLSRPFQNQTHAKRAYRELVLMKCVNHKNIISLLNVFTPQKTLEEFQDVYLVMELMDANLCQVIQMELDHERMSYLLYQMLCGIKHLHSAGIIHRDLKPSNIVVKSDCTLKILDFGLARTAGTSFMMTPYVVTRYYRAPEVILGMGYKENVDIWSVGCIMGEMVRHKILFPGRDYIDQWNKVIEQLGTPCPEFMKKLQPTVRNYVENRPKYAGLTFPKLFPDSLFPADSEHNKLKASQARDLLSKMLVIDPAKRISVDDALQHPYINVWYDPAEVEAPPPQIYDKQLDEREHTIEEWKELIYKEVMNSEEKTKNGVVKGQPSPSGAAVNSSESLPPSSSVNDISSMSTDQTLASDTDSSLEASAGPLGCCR
AP ELISA ortho – alternative complement pathway inhibitors, primary screen, biochemical, ELISA, human serum, orthogonally pooled compounds | 62,000 compounds, 0.08% hits | LPS-coated ELISA, C3 deposition; tested in compound mixtures | AID 1235, 2008 | inhibition, % at 5 µM;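 active = inhibition above 30% in each of the two pooled mixtures holding the compound, so the lower value exceeds 30%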;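 also: 0% = serum in Mg-EGTA without compound and 100% = EDTA serum blank; some compounds past the cut are filed as inactive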
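Medium: diluted human serum in Mg2+-EGTA GVB++. Assay system: human serum complement alternative pathway, C3 deposition onto LPS. Also added: Plate-bound LPS. Technique: Anti-C3 ELISA, OD 450 nm. Measure: percent inhibition. Incubation: 1 h at 37 °C. Dosing: 5 µM each compound, pools of ten, 50 µM per pool.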
The depositor's hits bear a star; x = not tested or not shown; [ ] = another dose, or the depositor's remark. Rule as the data show it, unless noted: active = inhibition above about 20% (passing the limit was not always enough); inactive = the rest.

SMILES	Cdc25B inh	FXIa inh mix	FXIIa inh mix	A340 absorber	MKP-1 inh	MMP-13 inhibitor	Hsp90 inh	JNK3 inh	AP ELISA ortho
COc1cccc2c(=O)n(CC(=O)NC3CCCC3)ccc12	-10	-2	13	1.1	4	-3	-3	1	3
COCCCNC(=O)CN(c1cc(OC)ccc1OC)S(=O)(=O)c1ccccc1	-9	8	6	1.1	1	5	-4	5	10
COCc1cc(C)nc(N)c1C#N	-24	x	x	1.1	-37	-69[fluorescence artefact?]	-5	-2	x
Cc1cccc(OCCCN2CCCCCC2)c1	-11	4	7	1.1	-14	1	-5	-2	1
O=C1c2ccccc2C(=O)N1CCCSc1nc2ccccc2o1	-10	6	-8	1	1	6	1	-2	20
CC(=O)OCC[N+](C)(C)C	-19	3	11	0.97	-4	0	-2	0	18
CCOC(=O)C1C2C=CC3(CN(CCc4ccccc4)C(=O)C13)O2 (stereo not given)	1	x	x	1	-17	-3	-2	2	x
Cc1ccc2nc(-c3cccc(NC(=O)c4ccco4)c3)[nH]c2c1	-3	3	0	1	4	1	-3	7	12
N=c1n(CCN2CCOCC2)c2ccccc2n1Cc1ccccc1Br	0	10	7	1	-17	-11	3	2	1
O=C(CN1C(=O)NC2(CCCCC2)C1=O)Nc1ccccc1Cl	6	6	-4	1.1	19	-3	0	3	9
Cc1cc(N2C3CCC2CC(O)(c2ccc(F)cc2)C3)nc(-c2ccccc2)n1 (stereo not given)	-2	11	16	0.97	29	0	-3	-2	15
CC(=O)c1cc2c(cc1N)OCO2	5	1	-17	1.1	0	-2	-9	-6	-6
O=C(CSc1cccc2cccnc12)NCc1ccco1	-20	-31	6	1.1	-3	-39	-4	5	0
CCOCCn1c(-c2ccc(OC)cc2)nc2ccccc21	-7	4	-17	1	-9	-8	-5	-3	12
CC(C)(C)C(=O)NC1CCN(C(=O)N2CCCC2)CC1	-6	6	7	0.99	-1	3	-3	0	6
CCN1c2ccccc2-c2nc3ccccc3n2C1c1ccccn1 (stereo not given)	0	-7	2	1	-23	-296[fluorescence artefact?]	-9	-5	-3
COCCSc1ccccc1C(=O)N1CCN(Cc2ccc3c(c2)OCO3)CC1	-7	1	-2	1.1	23	5	0	-5	-14
Cc1[nH]nc2c1C1(CCC3(CC1)OCCO3)C(C#N)=C(N)O2	-6	-5	-22	1	0	-5	-6	8	6
COc1ccccc1OCC(=O)OCC(=O)Nc1ncc(Cl)cc1Cl	1	2	0	0.99	20	-8	-3	-2	19
CCn1c(CN2CCCCCC2=O)nnc1SCc1cnc(-c2ccccc2)s1	-12	10	10	1	4	2	-4	1	4
O=C(c1cc2c(ccc3ccccc32)oc1=O)N1CCN(CCO)CC1	-17	-3	8	1.1	4	-96[fluorescence artefact?]	1	-5	19
CCCCOC(=O)CNc1nnc(SCC(=O)OCC)[nH]c1=O	-11	9	14	1	5	1	-1	0	9
O=c1c2ccccc2nc(-c2cccc(Cl)c2)n1O	-2	16	1	0.98	-6	6	-2	-3	4
CCOC(=O)CSc1nc(N)c(C#N)c(-c2cccs2)c1C#N	-13	2	-15	1.1	-4	x	x	x	11
COc1ccc(C(=O)N(CCCO)Cc2cc3c(C)ccc(C)c3[nH]c2=O)cc1OC	5	8	0	1	-3	-2	-3	-5	9
COc1ccc(OC)c(CCNC(=O)C2CCN(c3nnc(-n4cccc4)s3)CC2)c1	-5	6	3	1.1	12	2	0	-3	4
Nc1ncnc2nc(Sc3ccc(Cl)cc3)[nH]c12	-14	2	-7	0.98	-4	1	4	7	11
Cn1c(C(=O)OCC(=O)NCCc2ccccc2)cc2sccc21	1	-5	-16	0.98	-20	-1	-2	-4	6
Cc1occc1C(=O)NCc1cccc(CNC(=O)c2ccoc2C)c1	3	6	1	1	13	4	-6	11	-8
Cc1ccc2cc(CN(Cc3ccco3)C(=O)C3CCCCC3)c(=O)[nH]c2c1C	6	0	-3	1	25	0	-2	6	0
COc1ccccc1-n1c(CNc2c(C)cccc2C)nnc1SCC(=O)N1CCOCC1	5	1	5	1	9	6	1	-6	-5
COc1ccccc1-c1cc(C(F)(F)F)nc(N2CCCC2)n1	-5	6	6	1.1	2	1	x	x	-4
OC(CN1CCN(c2cccc(C(F)(F)F)c2)CC1)c1c[nH]c2ccccc12 (stereo not given)	2	10	6	1	21	-1	-7	-1	11
CCN1C(=O)CC(N2CCC(Nc3ccc(F)cc3)CC2)C1=O (stereo not given)	-1	3	0	0.98	-2	-6	-4	-1	-5
COc1ccc(NC(=O)C2CCCN(S(=O)(=O)c3cccnc3)C2)c(OC)c1 (stereo not given)	-10	2	4	1	6	-4	0	4	9
O=C(O)c1cc(-c2ccco2)[nH]n1	-12	8	3	1	10	-6	-6	-7	11
CCOC(=O)c1sc(NC(=O)CSc2nnc(Cc3ccccc3)o2)c(C#N)c1C	11	-25	-9	1.2	5	0	3	6	35
CCNc1nc(C)cc(COC)c1C#N	-9	10	8	1.1	3	-116[fluorescence artefact?]	-5	-3	13
CCC1(C)Cc2c(sc3c2c(=O)n(C)c2nnc(SCc4ccc5c(c4)OCO5)n32)CO1 (stereo not given)	-19	x	x	1	-11	-1	-1	4	x
CCN(Cc1ccccc1)S(=O)(=O)c1ccc(C(=O)Nc2nnc(C3CC3)o2)cc1	7	1	13	1.1	-9	-2	-1	2	24

Overlap with the part before: 2 entries, followed by the next part.
SMILES	Cdc25B inh	FXIa inh mix	FXIIa inh mix	A340 absorber	MKP-1 inh	MMP-13 inhibitor	Hsp90 inh	JNK3 inh	AP ELISA ortho
CCC1(C)Cc2c(sc3c2c(=O)n(C)c2nnc(SCc4ccc5c(c4)OCO5)n32)CO1 (stereo not given)	-19	x	x	1	-11	-1	-1	4	x
CCN(Cc1ccccc1)S(=O)(=O)c1ccc(C(=O)Nc2nnc(C3CC3)o2)cc1	7	1	13	1.1	-9	-2	-1	2	24
O=C(Nc1ccc2c(c1)OCO2)C1CCN(Cc2cnn(-c3ccccc3)c2-n2cccc2)CC1	-4	3	3	1	-24	-2	3	x	5
Cc1ccc(-n2c(SCC(=O)N3CCCC3)nc3c(c2=O)SCC3)cc1	-4	7	1	1.1	5	-1	x	x	5
O=C(Cn1nc(-c2ccc(Cl)cc2)ccc1=O)NCC1CCCO1 (stereo not given)	0	0	8	1	0	-8	-3	8	16
CCSc1cnc(-c2ccccc2)n1CC	-3	15	-1	1	5	-12	x	x	4
O=S(=O)(c1cccc(-c2cn3cccnc3n2)c1)N1CCOCC1	8	-7	1	1.1	-14	-456[fluorescence artefact?]	-1	-2	8
CCC(=O)c1ccc(N2CCN(C(=O)Cc3ccccc3)CC2)c(F)c1	-7	8	11	1.1	7	8	-12	-10	10
O=C(COc1ccccc1)N1CCN(S(=O)(=O)c2cccs2)CC1	61*	10	-10	1	-2	-2	x	-5	15
CCOC(=O)CSc1nc2ccccc2n2cnnc12	-9	-3	2	1	-13	6	-13	2	0
COc1cc2[nH]c(=O)n(CCCCCC(=O)NCCCN3CCCC3=O)c(=O)c2cc1OC	-16	-1	5	1	4	-22	-6	x	-6
COc1ccccc1CNC(=O)c1ccc(NS(=O)(=O)c2c(C)noc2C)cc1	1	8	3	1	7	1	4	-2	11
O=C(C1CC1c1ccccc1)N1CCOCC1 (stereo not given)	0	0	15	1	-1	4	-1	1	-2
COC(=O)c1c(NC(=O)CN2CCC(C)CC2)c2c(C)cccc2n1C	10	3	-10	1.1	0	-4	-5	-5	-6
Cc1sc2nc3ccc(N4CCCC4)nn3c(=O)c2c1C	-8	10	-4	1.1	14	-17	-4	-3	26
Cc1ccc(C(=O)CSc2nc(C)cc(SCc3nnc(-c4ccccc4)o3)n2)cc1	0	-2	-9	1	-17	-1	1	-1	7
CC(C)(C#N)N([O-])C=C[N+](=O)C(C)(C)C#N	-7	14	6	1.1	-2	-7	0	-4	13
CCc1ccc(NC(=O)CNS(=O)(=O)c2c(C)noc2C)cc1	3	2	2	0.99	9	10	-2	6	3
CN1/C(=C\C(=O)COC(=O)CN2C(=O)C3CC=CCC3C2=O)C(C)(C)c2ccccc21 (stereo not given)	7	2	12	1.2	15	-12	-22	-8	-9
O=S(=O)(c1cccc(S(=O)(=O)N2CCC(N3CCCCC3)CC2)c1)N1CCOCC1	2	5	2	0.98	0	2	-3	x	9
O=C(O)C1CCCCN1S(=O)(=O)c1cccc2nsnc12 (stereo not given)	10	x	x	1	-19	1	0	-7	x
CCCc1[nH]nc2c1C(c1ccc(OC)c(Cn3nnc4ccccc43)c1)C(C#N)=C(N)O2 (stereo not given)	1	2	7	0.98	-10	-6	-3	0	2

Limited to MKP-1 inh and A340 absorber, for some of the entries so far:
compound | MKP-1 inh | A340 absorber
O=S(=O)(c1cccc(S(=O)(=O)N2CCC(N3CCCCC3)CC2)c1)N1CCOCC1 | 0 | 0.98
O=C(O)C1CCCCN1S(=O)(=O)c1cccc2nsnc12 (stereo not given) | -19 | 1

Other structures
SMILES	Cdc25B inh	FXIa inh mix	FXIIa inh mix	A340 absorber	MKP-1 inh	MMP-13 inhibitor	Hsp90 inh	JNK3 inh	AP ELISA ortho
O=C(Nc1ccccc1NC(=O)c1ccco1)c1ccco1	-11	4	-4	1	8	3	1	-1	-2
O=C(NCc1cccs1)C1CCCN1C(=O)NC1CCCCC1 (stereo not given)	-8	-3	1	0.99	-9	1	3	4	-22
COCc1cc(=O)n2[nH]c(-c3ccccc3)cc2n1	-6	4	-19	1.1	5	-44	0	-4	4
Cc1[nH]c(=O)[nH]c(=O)c1S(=O)(=O)Nc1ccc(Oc2ccccc2)cc1	7	3	7	0.97	3	2	3	2	-2
OCCOCCn1c2ccccc2c2ccccc21	2	7	6	1	-1	-4	1	0	7
CCCOC(=O)c1sc2nc3c(cc2c1N)C(=O)CCC3	8	7	1	0.99	3	-2	-4	4	3
Brc1ccc(-c2nnc3ccc(N4CCN(c5ccccc5)CC4)nn23)cc1	-1	12	7	1.1	37	7	3	2	7
Cc1nc2cc(C(F)(F)F)ccc2n1C1CCN(CC(=O)N2CCOCC2)CC1	-8	-3	-2	0.97	-6	-3	-2	-1	11
COc1ccc(NC2=NC3(CCCCC3)N=C(N)N2)cc1	7	1	12	0.99	3	2	-1	0	12
COc1ccc(OCCOC(=O)Nc2ccccc2)cc1	1	-4	6	1	7	-4	-3	4	-4
Cc1cccc(NC(=O)c2oc3c(c2C)C(=O)CC(C)(C)C3)n1	-2	-2	3	0.99	0	8	-1	1	1
CCOC(=O)c1ccc(N=CC2=C(O)CC(C)(C)CC2=O)cc1	-3	12	-3	1.2	-1	6	2	-7	8
Cc1ccc(-n2c(Cc3cccn3C)nnc2SCC(=O)NCc2ccco2)cc1	-9	5	20	1	27	2	-8	4	15
O=C(Cn1nc(C(F)(F)F)c2c1CCCC2)NCc1ccco1	2	7	-12	1	-6	4	-4	-1	-5
CC(C)CC(NS(=O)(=O)c1ccc2c(c1)oc(=O)n2C)C(=O)N1CC=C(c2ccccc2)CC1 (stereo not given)	-8	3	11	0.96	6	3	-4	-3	9
COc1ccc(-n2c(=S)[nH]c3cc(C(=O)NCCCN4CCCC4=O)ccc3c2=O)cc1	4	6	7	1	5	1	1	0	2
COc1ccc(C(=O)N2CCN(c3ccc(C)cc3)CC2)cc1OC	-3	-1	-14	1	-4	-1	-2	-1	22
COC(=O)C1(C(=O)OC)Sc2ccccc2C1=O	-13	10	5	1	2	-4	-4	-3	8

Source: PubChem BioAssay
